ERK EGF inh – qHTS Assay for Inhibitors of the ERK Signaling Pathway using a Homogeneous Screening Assay; Stimulation with EGF; Potency, µM (doses to about 11.5 µM), for the others: at the top dose activity change, negative = inhibition, usual class: inhibitors; 130,000 tested, 0.41% active; AID 1454, 2008; HEK293-V1b, EGF-stimulated phospho-ERK AlphaScreen; active = well fitted inhibition curve with a large enough effect; inconclusive = small, poorly fitted or top-dose-only effect, or effect the other way;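 note: plate controls were stimulated vehicle wells for no effect and unstimulated vehicle basal for full effect; nearly all actives have a fitted effect of over 55% in size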
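Homogeneous cell-based phospho-ERK assay: HEK293/V1b cells in 1% FBS, compound 30 min then EGF 5 min, AlphaScreen luminescence. Activity normalized between DMSO and 25 nM EGF controls; AC50 from Hill modelling.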
* = called active by the depositor; ? = inconclusive; [ ] = another dose, or the depositor's remark. Potency is the fitted concentration of half-maximal effect. A portion of the library; rates above refer to the full screens.

SMILES	ERK EGF inh
Cc1cc2ccccc2n1CCNCc1c(C(=O)N2CCOCC2)nc2ccccn12	-4%[57.5 µM]
Clc1nccnc1-c1ccccc1	0%
COC(=O)CC1=NN(c2ccccc2)C(=O)C1	24%
CC(C)OC(=O)c1cc2c(ccn2-c2ccc(F)cc2)n1CC(=O)N1CCN(C(=O)c2ccco2)CC1	-4%[57.5 µM]
COC(=O)N[C@@H](CCc1ccccc1)[C@]1(C(=O)OC)CCCC1=O	-12%
CC(C)(C)Cn1c(=O)[nH]c(=O)c2cc([N+](=O)[O-])cnc21	3%
CCN1C(=O)/C(=C/C=C2\C=CN(CC)c3ccccc32)SC1=S	?
CCOc1ccc(NC(=O)c2ccc3c(SCC(=O)O)c4c(nc3c2)CCCC4)cc1	-4%
COc1ccccc1C(=O)CSc1nnc(-c2ccco2)o1	-18%
CSC(=Nc1ccccc1)C(C#N)c1nc2ccccc2[nH]1 (stereo not given)	-9%[57.5 µM]
CN(C)Cc1ccccc1-c1cc(NC2CC2)ncn1	17%
Cc1ccc(S(=O)(=O)Oc2ccccc2/C=N/NC(=O)c2c(Cl)cnn2C)cc1	-1%
CCOC(=O)C1CCN(S(=O)(=O)c2ccc(OC)c(Cl)c2)CC1	-4%
O=C(NCCc1ccc(F)cc1)Nc1ccc2c(c1)OCO2	11%
O=C(NC12CC3CC(CC(C3)C1)C2)N(Cc1ccccc1)Cc1ccncc1	-12%
CCOC(=O)/C(C#N)=C/c1cn(CCC(=O)O)nc1-c1ccc(Cl)cc1	0%
Cc1cc(=O)[nH]c(N2CCOCC2)n1	-3%
COC(=O)c1c(SCC(=O)Nc2ccc(C)cc2)nc(=O)[nH]c1C	-2%
O=C(COC(=O)c1nc(-c2ccccc2)n(-c2cccc(C(F)(F)F)c2)n1)NCc1cccs1	-2%
COc1ccc(C(=O)N2CCC[C@@]3(CCN(c4cccc(-c5ccccc5)c4)C3)C2)cc1	1%

By substructure, the entries above containing an aryl methoxy group.
SMILES	ERK EGF inh
COc1ccccc1C(=O)CSc1nnc(-c2ccco2)o1	-18%
CCOC(=O)C1CCN(S(=O)(=O)c2ccc(OC)c(Cl)c2)CC1	-4%
COc1ccc(C(=O)N2CCC[C@@]3(CCN(c4cccc(-c5ccccc5)c4)C3)C2)cc1	1%

Next part
SMILES	ERK EGF inh
CC1CCN(C(C(=O)O)c2ccccc2)CC1 (stereo not given)	3%
COc1ccc(N2CCN(C(=O)c3ccc4c(c3)[nH]c(=S)n3c5ccccc5nc43)CC2)cc1	10%
CSCCC(NC(=O)c1ccc(Cl)cc1)C(=O)OCC(=O)Nc1cc(Cl)ccc1C#N (stereo not given)	-2%
CC#C[C@]1(O)CC[C@H]2[C@@H]3CCC4=CC(=O)CCC4=C3[C@H](c3ccc(N(C)C)cc3)C[C@@]21C	-10%
COc1ccccc1C(=O)C1CCCN(C(=O)CCC(=O)c2ccccc2)C1 (stereo not given)	?
N#CC1c2ccccc2C=CN1C(=O)c1ccccc1 (stereo not given)	18%[57.5 µM]
O=C(c1ccc2c(c1)OCO2)C1CCCN(C(=O)C2CCOCC2)C1 (stereo not given)	-21%
Cc1cc(C)nc(/N=C(\NC(=O)C(C)(C)C)Nc2ccc(F)cc2)n1	-2%[57.5 µM]
COc1cc(NC(=O)C2=C(N3CCOCC3)/C(=C/c3ccc(Cl)cc3)CC2)cc(OC)c1OC	1%
O=C(CNCc1ccc(Cl)cc1)Nc1ccc2c(c1)OCCO2	10%
CC(=O)c1sc(NC(=O)COc2ccccc2)nc1C	22%
O=C(NCC1CCCO1)C(=O)N/N=C/c1cc(Cl)ccc1O (stereo not given)	7%[57.5 µM]
N/C(=N\OC(=O)c1ccco1)c1ccccn1	5%
Cc1cccc(Oc2ccc(NC(=O)C3CC=CCC3C(=O)O)cc2)c1 (stereo not given)	-7%
CCn1cc(Cl)c(C(=O)NNC(=O)CCn2cc([N+](=O)[O-])cn2)n1	4%
O=C(NCc1c(Cl)cccc1Oc1ccccc1)c1ccccc1	-4%[57.5 µM]
COc1cccc(-c2nn(-c3ccccc3)cc2CN(C)Cc2c(C)nc3ccccn23)c1	-10%
CC(C)C[C@H]1C(=O)N2CCC[C@@H]2[C@]2(O)O[C@](NC(=O)[C@@H]3C=C4c5cccc6[nH]c(Br)c(c56)C[C@H]4N(C)C3)(C(C)C)C(=O)N12	-10%
CC(C)C(c1nnnn1Cc1ccc(F)cc1)N1CCN(c2ccc(O)cc2)CC1 (stereo not given)	-8%
CCSc1cc(Cl)nc(N)n1	0%[57.5 µM]

Next part; it opens with the 2 that closed the last part.
SMILES	ERK EGF inh
CC(C)C(c1nnnn1Cc1ccc(F)cc1)N1CCN(c2ccc(O)cc2)CC1 (stereo not given)	-8%
CCSc1cc(Cl)nc(N)n1	0%[57.5 µM]
CCCc1nnc(NC(=O)CCC(=O)NC2CCCc3ccccc32)s1 (stereo not given)	6%
COC(=O)CN=C1OC(=O)N2C(=O)C3=C4C(C[C@H]5C(=O)N(c6ccccc6)C(=O)[C@H]5[C@H]4[C@@]12Cc1ccccc1)[C@H]1C(=O)N(c2ccccc2)C(=O)[C@H]1[C@H]3C (stereo not given in full)	-3%
COc1ccccc1OCC(=O)Nc1ccc(Cl)cc1	10%
Cc1cc(O)cc(C)c1Cl	10%
CC(C)C(C)NC(=O)COc1ccc(Sc2ccc(OCC(=O)NC(C)C(C)C)cc2)cc1 (stereo not given)	4%
O=C(Cc1ccc(Cl)cc1)Nc1ncc([N+](=O)[O-])s1	3%
COc1ccc(/C=N/n2cnc3c([nH]c4ccc(C)cc43)c2=O)cc1CN1CCCC1	?
Cc1cc(C(=O)NCCCN2CCN(C3CCCCC3)CC2)n(-c2ccccc2)n1	5%
Cc1c(NC(=O)c2ccc(S(=O)(=O)N(C)c3ccccc3)cc2)c(=O)n(-c2ccccc2)n1C	7%
Nc1nnc(-c2ccc(Cl)cc2Cl)s1	3%
CCc1cccc(C)c1NC(=O)C1CN(S(=O)(=O)c2ccccc2)CCN1S(=O)(=O)c1ccccc1 (stereo not given)	-10%
O=C(CCNC(=O)c1ccccc1Cl)Nc1cccc(C(F)(F)F)c1	6%
O=C(/C=C/c1cccs1)N1CCC2(CC1)Oc1ccc(Cl)cc1C(=O)C21CC(c2ccccc2)=NO1 (stereo not given)	-10%[57.5 µM]
O=C(O)CCCCCn1c(O)c(C=C2N=c3ccccc3=N2)sc1=S	-2%
CC(=O)NCCC(=O)N1CCc2c([nH]c3ccccc23)C1c1cccc(Cl)c1 (stereo not given)	-15%
CCCOc1ccc(C(=O)NCC(c2ccco2)N(C)C)cc1 (stereo not given)	2%
Clc1ccccc1-c1nc2ccccc2c2nc3ccccc3n12	14%
Cc1ccc(NC(=O)CSc2ccc3nnc(CCNC(=O)c4ccccc4)n3n2)c(C)c1	2%
CCN1CCN(c2ccc(NC(=O)c3cnccn3)cc2)CC1	0%
Fc1ccc2nc(Nc3nc4cc5c(cc4s3)OCO5)sc2c1	-17%

Structures from the list above that have a tert-butyl group (2):
SMILES	ERK EGF inh
CC(C)(C)Cn1c(=O)[nH]c(=O)c2cc([N+](=O)[O-])cnc21	3%
Cc1cc(C)nc(/N=C(\NC(=O)C(C)(C)C)Nc2ccc(F)cc2)n1	-2%[57.5 µM]

Carrying on:
SMILES	ERK EGF inh
O=c1cc(-c2ccccc2)[nH]c2nc(Cl)ccc12	-10%
O=S(=O)([O-])C/C(=C\c1ccc(Cl)cc1)c1cc[n+](CCO)cc1	-16%
CCc1ccccc1NC(=S)N(CCCN(C)C)Cc1cc2cc3c(cc2[nH]c1=O)OCO3	-4%
CC(C)N=C(N)/N=C(\N)Nc1ccc(Cl)cc1	8%[25.7 µM]
Cn1c(=S)[nH]c2c(c1=O)C(C)(C)Cc1ccccc1-2	1%
COC(=O)c1ccc(C23CC4(C2)[C@H](CN(Cc2ccc(-c5ccccc5)cc2)[C@@H]4c2ccccc2)C3c2ccccc2)cc1 (stereo not given in full)	-1%
Nc1ccccc1Sc1ccccc1[N+](=O)[O-]	5%
Cc1nnc(SCc2cc(=O)[nH]c(/N=C(\N)Nc3ccccc3Sc3ccccc3)n2)s1	-9%
COc1cccc2[nH]c3c(Cl)ncnc3c12	2%
Cc1ccc(N2C(=O)CC(N3CCN(c4ccccn4)CC3)C2=O)cc1 (stereo not given)	1%

Quoted at random: 3 compounds from above
SMILES	ERK EGF inh
Cn1c(=S)[nH]c2c(c1=O)C(C)(C)Cc1ccccc1-2	1%
Cc1ccc(N2C(=O)CC(N3CCN(c4ccccn4)CC3)C2=O)cc1 (stereo not given)	1%
O=c1cc(-c2ccccc2)[nH]c2nc(Cl)ccc12	-10%

The listing continues.
SMILES	ERK EGF inh
O=C(Nn1cnnc1)c1cc(-c2cccc(Br)c2)nc2ccccc12	-11%[57.5 µM]
COCCOC(=O)C1=C(C)NC(C)=C(C(=O)OC(C)C)[C@H]1c1cccc([N+](=O)[O-])c1	16%[25.7 µM]
Cc1ccc(S(=O)(=O)N2CC=C(C(=O)NCCC(C)C)CC2)cc1	-11%[57.5 µM]
COc1ccc2c(c1)C(C)CC(C)(C)N2C(=O)NC1CCCCC1 (stereo not given)	-2%
COCCOC(=O)c1cc(C(=O)c2cc(F)ccc2O)coc1=N	-1%
CCN(CC)C(=O)C1=C(C)Nc2ncnn2C1c1cccnc1 (stereo not given)	-4%
COc1ccc2cc(C(=O)NCCO)sc(=O)c2c1OC	2%
COc1ccc(CCn2c(=S)[nH]c3ccc(N4CCOCC4)cc3c2=O)cc1OC	8%
O=[N+]([O-])c1ccc(SCCO)nc1SCCO	-6%[57.5 µM]
NS(=O)(=O)c1ccc(NCc2cc(Cl)ccc2OCc2ccc(F)cc2)cc1	3%
Cc1cc(/C=C2/C(=N)N3C(=NC2=O)SN=C3S(C)(=O)=O)c(C)n1-c1ccccc1F	4%
O=c1cc(-c2ccccc2Cl)oc2c(NS(=O)(=O)c3ccccc3C(F)(F)F)ccc(O)c12	-7%[57.5 µM]
COc1ccc(-c2nc[nH]c2[N+](=O)[O-])cc1	1%
CCOC(=O)C1=C(C)N(CCCC(=O)NCc2ccc3c(c2)OCO3)C(=O)NC1c1ccc(Br)cc1 (stereo not given)	-10%
Cc1cc(NC(=O)CSc2nnc(C)n2-c2ccccc2)no1	8%
COc1ccc(-c2nc3cnc(N(C)C)nc3n(CCc3ccccc3)c2=O)cc1	?
CCCCSc1nc(O)cc(=O)n1CC	0%
CN1CCN(c2ccc(NC(=O)c3sc4ccccc4c3Cl)cc2)CC1	-5%
C/C(=N\NC(=O)c1cccnc1)c1cc2ccccc2o1	9%
COc1ccc(-n2c(=O)c3ccccc3n(CC(=O)OCc3ccccc3)c2=O)cc1OC	-21%
Cc1cc(NC(=O)Cn2cnc3sc(C)c(-c4ccccc4)c3c2=O)no1	7%
CC(=O)OCC(=O)[C@@]1(O)[C@H](C)C[C@@H]2[C@H]3CCC4=CC(=O)C=C[C@]4(C)[C@]3(F)[C@@H](O)C[C@@]21C	7%[25.7 µM]
COc1ccc(/C=C/C(=O)O)cc1COc1ccccc1C	-8%
O=C(CSc1nccc(=O)[nH]1)N1N=C2/C(=C/c3ccco3)CCCC2C1c1ccco1 (stereo not given)	2%
Cc1ccc(CC2C(=O)N(c3nc(C)cc(C)n3)C(=O)C2C)cc1 (stereo not given)	-2%
O=C(O)c1c2c(nc3ccccc13)/C(=C/c1ccc(O)cc1)CCC2	-4%
CCC(=O)N(Cc1ccco1)c1nc(-c2cc(OC)ccc2OC)cs1	-1%
CCOC(=O)C1CCCN(S(=O)(=O)c2ccc(S(N)(=O)=O)cc2)C1 (stereo not given)	-6%
Cc1cc(-c2ccccc2)nc(SCC(=O)N2CCCC2)n1	-8%
COc1ccc(C(=O)C2CCCN(C(=O)/C=C/c3ccccn3)C2)c(C)c1 (stereo not given)	7%[57.5 µM]
CC(NC(=O)COC(=O)c1ccc(Cl)cc1O)c1ccc(F)cc1 (stereo not given)	2%
COC(=O)c1cc(C)sc1NC(=O)C1C2C=CC(CC2)C1C(=O)O (stereo not given)	2%
CC(C)(C)NC(=S)NCC1CC1	4%[57.5 µM]
CC1CCCCN1C(C(=O)O)c1ccccc1 (stereo not given)	5%
COc1cccc(/C=N/NC(=O)Cn2cnc3c2c(=O)n(C)c(=O)n3C)c1OC	-4%[57.5 µM]
CSCCCNC(=S)Nc1cccc(S(=O)(=O)NC2=NCCC2)c1	1%
COc1ccc(NC(=O)N(Cc2cc3cc(C)ccc3[nH]c2=O)CC2CCCO2)cc1 (stereo not given)	-27%[57.5 µM]
COC(C[C@H](O)[C@H](C)[C@@H](O)COCc1ccccc1)OC	1%[57.5 µM]
CC1(NC(=O)NCc2ccccc2)CCS(=O)(=O)C1 (stereo not given)	-5%
COc1ccc(Nc2c([N+](=O)[O-])ccc3c2=NC2(CCCCC2)N=3)cc1	14µM*
Cc1cccc(OCCNc2ccc([N+](=O)[O-])cn2)c1	4%
Cc1ccc(O)c(CP(=O)(c2ccccc2)c2ccccc2)c1	4%
O=C1NC(=S)N/C1=C/c1cc([N+](=O)[O-])ccc1N1CCOCC1	8%
